# E coli Lon inh = inhibitors of E. coli Lon protease, primary screen, biochemical, fluorescence polarization | P0A9M0 | purified E. coli Lon protease | inhibition, % at 7.94 µM | hit rate 0.42% among 360,000 | AID 602123, 2011; in the data active means inhibition above about 13%, passing the limit was not always enough;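 further: 0% = enzyme with probe and DMSO and 100% = no enzyme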
# Target sequence (P0A9M0 whole entry, looked up): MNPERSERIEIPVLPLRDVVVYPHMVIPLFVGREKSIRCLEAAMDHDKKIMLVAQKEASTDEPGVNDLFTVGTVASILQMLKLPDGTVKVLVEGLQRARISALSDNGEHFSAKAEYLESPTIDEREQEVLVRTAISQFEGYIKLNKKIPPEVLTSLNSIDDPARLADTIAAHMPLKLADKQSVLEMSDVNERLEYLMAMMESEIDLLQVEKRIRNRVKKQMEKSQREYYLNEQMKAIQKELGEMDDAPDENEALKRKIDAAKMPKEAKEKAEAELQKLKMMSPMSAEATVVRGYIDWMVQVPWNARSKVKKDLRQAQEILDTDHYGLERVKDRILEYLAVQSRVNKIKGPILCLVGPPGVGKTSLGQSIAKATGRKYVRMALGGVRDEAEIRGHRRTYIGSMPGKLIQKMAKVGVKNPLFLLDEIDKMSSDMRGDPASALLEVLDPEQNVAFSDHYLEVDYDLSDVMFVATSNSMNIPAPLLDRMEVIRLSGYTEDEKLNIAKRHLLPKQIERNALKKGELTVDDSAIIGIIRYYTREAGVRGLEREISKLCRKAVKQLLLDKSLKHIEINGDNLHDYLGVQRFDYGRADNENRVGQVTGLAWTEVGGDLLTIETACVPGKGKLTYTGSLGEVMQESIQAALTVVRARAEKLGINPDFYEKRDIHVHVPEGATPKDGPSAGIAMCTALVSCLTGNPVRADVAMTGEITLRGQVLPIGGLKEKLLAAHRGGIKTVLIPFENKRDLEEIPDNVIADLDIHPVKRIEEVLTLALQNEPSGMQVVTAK
# Rin1-Abl PPI inh = inhibitors of Rin1-Abl protein binding, primary screen, biochemical, TR-FRET | inhibition, % at 7.35 µM | AID 588664, 2011 | hit rate 0.4% among 360,000; in the data active means inhibition above about 5%, passing the limit was not always enough
# Neddyl block = inhibitors of cullin neddylation, primary screen, biochemical, TR-FRET, uHTS, NAE and Ubc12; NEDD8-conjugating enzyme Ubc12 (Homo sapiens) + NEDD8-activating enzyme E1 regulatory …; calls only at 25 µM; hit rate 0.58% among 360,000; AID 651699, 2012; in the data active means inhibition above about 36%
# bovine MsrA act = bovine MsrA enzyme activators, primary screen, biochemical, absorbance, HTS | Methionine sulfoxide reductase A (Bos taurus) | purified bovine MsrA, absorbance read-out | activation, % at 10.6 µM | hit rate 0.3% among 360,000 | AID 602163, 2012; in the data active means activation above about 7.5%;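 further: 0% = vehicle and 100% = reference activator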
# CSN deneddyl inh = inhibitors of CSN-mediated cullin deneddylation, primary screen, biochemical, fluorescence polarization, uHTS. COP9 signalosome complex subunit 5 (Homo sapiens), Q92905. Purified CSN, SCF-Nedd8-OG deneddylation. inhibition, % at 12.5 µM. hit rate 0.38% among 360,000;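 active means pattern-corrected inhibition above about 35%, with an unprinted fluorescence ratio check between 0.5 and 1.5, limit read from the data, passing the limit was not always enough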;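 further: 0% = enzyme with substrate and 100% = substrate without enzyme; some results filed as inactive read as strong as hits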
# Target sequence (Q92905 whole entry, looked up, one chain of several): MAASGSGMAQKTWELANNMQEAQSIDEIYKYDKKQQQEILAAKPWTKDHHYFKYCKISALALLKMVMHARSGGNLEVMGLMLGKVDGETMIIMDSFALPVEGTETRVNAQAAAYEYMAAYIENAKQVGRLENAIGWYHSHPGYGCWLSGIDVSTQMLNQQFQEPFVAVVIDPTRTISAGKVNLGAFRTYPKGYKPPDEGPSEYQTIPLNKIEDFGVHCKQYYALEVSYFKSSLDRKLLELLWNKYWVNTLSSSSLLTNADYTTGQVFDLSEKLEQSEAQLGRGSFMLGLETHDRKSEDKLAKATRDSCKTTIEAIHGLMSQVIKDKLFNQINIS
#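 Assay system: purified human Csn5 enzyme expressed in HEK293T cells; Input: 0.24 nM Csn5 enzyme, final concentration; Reagent: 10 nM SCFSkp2-Nedd8OG; Compound dosing: 12.5 µM single point; Times: reaction 90 min, room temperature; Technique: fluorescence polarization readout.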
# TbMetRS inhib = T. brucei MetRS inhibitors, primary screen, biochemical, luminescence. AID 624268, 2012. inhibition, % at 11.9 µM. hit rate 0.4% among 360,000. purified T. brucei MetRS, ATP depletion, Kinase-Glo luminescence;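 active means inhibition above a per-plate cutoff of the control wells' mean inhibition plus 3 SD, cut at about 5.5% in these data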;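 further: 0% = DMSO wells median and 100% = median of wells with control inhibitor compound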
#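 Assay system: T. brucei methionyl-tRNA synthetase, purified | Medium: HEPES buffer with MgCl2, KCl, DTT, spermine, BSA, pyrophosphatase | Compound: 11.9 µM single point | Incubation: 15 min enzyme-compound preincubation, 2 h reaction, 10 min detection, 25 °C | Measured by: Kinase-Glo luciferase luminescence reporting remaining unconsumed ATP | Measure: % inhibition normalized to control-well medians | Replication: Singlicate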
# FAS TE block = FAS thioesterase domain inhibitors, primary screen, biochemical, fluorescence intensity, uHTS; recombinant FAS-TE, OMFH fluorogenic substrate, fluorescence endpoint; hit rate 0.67% among 360,000; inhibition, % at 15 µM;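 active means compounds whose normalised, plate-corrected inhibition of enzyme fluorescence in the single-dose primary screen is 50% or more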;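 further: 0% = DMSO with enzyme and 100% = substrate without enzyme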
# MsrA inhibitor = bovine MsrA enzyme inhibitors, primary screen, biochemical, absorbance, HTS. Methionine sulfoxide reductase A (Bos taurus). purified bovine MsrA, absorbance read-out. inhibition, % at 15.5 µM. hit rate 0.75% among 360,000. AID 651718, 2012; in the data active means inhibition above about 4.5%;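 further: 0% = vehicle wells with enzyme and 100% = reference inhibitor wells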
# MLLE-PAM2 inh = inhibitors of PABP1 MLLE–PAM2 peptide binding, primary screen, biochemical, fluorescence polarization, FITC-PAM2, GST-MLLE. Polyadenylate-binding protein 1 (Homo sapiens), P11940. inhibition, % at 20 µM. hit rate 0.36% among 360,000. AID 588489, 2011; in the data active means inhibition above about 35%, passing the limit was not always enough;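 further: plate controls were DMSO wells with GST-MLLE for no effect and wells lacking GST-MLLE protein for full effect; some results filed as inactive read as strong as hits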
# * = called active by the depositor; i = inactive; / = not tested or not shown. Random draw from the library (roughly 4% active in at least one column).
SMILES,E coli Lon inh,Rin1-Abl PPI inh,Neddyl block,bovine MsrA act,CSN deneddyl inh,TbMetRS inhib,FAS TE block,MsrA inhibitor,MLLE-PAM2 inh
C=C(C)Cn1c(CCNC(=O)C(C)C)nc2ccccc21,4,-6,i,-5,3,-0.6,-2,0.4,-3
CCOC(=O)C(Sc1cc(C)nc(N)n1)C(C)=O (stereo not drawn),4,1,i,1,0,-0.3,-8,0.6,29
NC(=O)c1cccc(-c2cccc3nccn23)c1,3,-1,i,-3,0,0.3,-10,1.2,-2
CCN1C(=O)[C@H]2[C@@H](c3ccc(-c4ccc(OC)cc4)cc3)N[C@@](Cc3ccccc3)(C(=O)OC)[C@H]2C1=O,-5,7,i,-3,-2,0.9,39,-0.8,-1
O=c1oc2ccccc2c(NC2CCCCC2)c1NS(=O)(=O)c1ccc(F)cc1,-4,-1,i,-1,0,0.1,10,0.2,-23
COc1ccc(CCNC(=O)c2oc3ccc(OC)cc3c2C)cc1,-2,1,i,-6,0,-0.5,12,-0.9,8
CN(CC(=O)Nc1cc(S(=O)(=O)N2CCCC2)ccc1Cl)Cc1ccc2c(c1)OCO2,0,2,i,0,-3,-0.6,30,0.3,-11
O=C(CCC(=O)N1CCN(Cc2ccccc2)CC1)Nc1nnc(C2CCCCC2)s1,-5,2,i,-4,-2,-0.7,1,-0.7,2
CN(Cc1nc(-c2cccs2)no1)CC1(N2CCOCC2)CCCCC1,-6,2,i,-3,3,-0.5,14,-0.4,-2
COc1ccc(C(=O)NCCCCCC(=O)O)cc1OC,-9,-1,i,-4,4,-0.1,-6,0.2,3
C[C@@H]1CN([C@H](C)CO)C(=O)Cc2cc(NC(=O)CCC(F)(F)F)ccc2O[C@@H]1CN(C)S(=O)(=O)c1ccccc1,-25,2,i,-2,4,-0.4,-8,-0.1,-6
C=C1Cn2c(nnc2-c2ccc(Cl)cc2)S1,3,0,i,2,-6,-1.5,2,-0.3,-91
O=C(COC(=O)c1cccs1)Nc1ccc(F)c(F)c1,-6,2,i,3,5,-0.4,3,0.0,0
Cc1noc(-c2ccccc2)c1NC(=O)Nc1ccc(Cl)cc1,10,-4,i,-3,1,3.7,8,-0.6,4
CC(=O)N1CCN=C1SCc1ccc(Cl)cc1,6,0,i,-11,1,-0.7,-1,-0.2,-15
CN1CCN(C(=O)c2cnn3c(C(F)F)cc(C4CC4)nc23)CC1,2,3,i,-6,-1,0.3,-4,1.0,5
CC(=O)Nc1ccc(-c2csc(Nc3ccc(S(N)(=O)=O)cc3)n2)cc1,-1,0,i,0,3,5.5,-4,-0.7,8
CCOc1nc(C)ccc1-c1noc(C)n1,0,0,i,-8,-2,-1.5,-9,-0.2,-1
CC(C)(C)c1ccc(OCc2nc(-c3ccccn3)no2)c(Br)c1,1,3,i,1,-3,0.2,16,-0.8,27
COc1cc(F)c(C2=CC(=O)C[C@H](c3ccc4c(c3)OCO4)C2)cc1F,-10,2,i,-2,-5,-0.3,36,0.3,13

# 4 compounds picked at random from those above, as already listed:
SMILES,E coli Lon inh,Rin1-Abl PPI inh,Neddyl block,bovine MsrA act,CSN deneddyl inh,TbMetRS inhib,FAS TE block,MsrA inhibitor,MLLE-PAM2 inh
CC(C)(C)c1ccc(OCc2nc(-c3ccccn3)no2)c(Br)c1,1,3,i,1,-3,0.2,16,-0.8,27
O=C(COC(=O)c1cccs1)Nc1ccc(F)c(F)c1,-6,2,i,3,5,-0.4,3,0.0,0
CN(CC(=O)Nc1cc(S(=O)(=O)N2CCCC2)ccc1Cl)Cc1ccc2c(c1)OCO2,0,2,i,0,-3,-0.6,30,0.3,-11
CN(Cc1nc(-c2cccs2)no1)CC1(N2CCOCC2)CCCCC1,-6,2,i,-3,3,-0.5,14,-0.4,-2

# The list continues:
SMILES,E coli Lon inh,Rin1-Abl PPI inh,Neddyl block,bovine MsrA act,CSN deneddyl inh,TbMetRS inhib,FAS TE block,MsrA inhibitor,MLLE-PAM2 inh
O=C(Cn1cc(C(F)(F)F)cc(Cl)c1=O)NCC1COc2ccccc2O1 (stereo not drawn),1,-2,i,-3,3,-0.3,5,-0.6,0
O=C(CN(Cc1ccccc1)S(=O)(=O)c1ccc(F)cc1)NCc1cccnc1,-8,3,i,-1,1,-0.1,-4,1.7,5
C#CCNC(=O)c1cc2c(Br)ccc(Br)c2nc1N,-5,/,i,-2,5,-0.7,3,1.6,/
O=C(Nc1ccccn1)C1(c2ccccc2)CCCC1,-1,-3,i,-1,5,-0.3,-2,-0.2,10
Cc1ccc(-n2cc(C(C)(C)C)[nH]c2=S)cc1,7,-1,i,-1,1,-0.3,-2,1.1,-27
C=Cc1ccc2c(c1)OCCOCCOCCOCCOCCO2,-2,-1,i,-2,3,0.1,-5,-1.9,7
CCn1c(CNC(=O)c2ccco2)nnc1SCC(=O)Nc1cc(C(F)(F)F)ccc1Cl,1,1,i,-2,-7,-0.1,-7,-0.5,-16
Cc1ccc(OCC2Cn3c(nc4c3c(=O)n(C)c(=O)n4C)O2)cc1 (stereo not drawn),2,-1,i,-5,-5,0.2,0,0.7,0
Cc1nc(NCCCN2CCOCC2)c2oc3ccccc3c2n1,-5,-2,i,-2,-2,-1.0,-2,-0.8,2
COc1cccc(OCC(=O)NC2CCCCCC2)c1,0,-1,i,-3,4,-0.6,1,-0.3,0
COc1ccc(OC)c(/C(C)=N/Nc2ccc(C(=O)O)cc2)c1,-2,-4,i,-6,4,-0.3,-6,2.9,16
COCCNC(=O)/C(C#N)=C/c1c(N2CCN(C)CC2)nc2ccccn2c1=O,7,-3,/,0,-1,-0.4,-4,1.6,1
NNc1nnc(-c2ccccc2)c(-c2ccccc2)n1,0,3,i,-8,2,-1.6,-20,1.6,5
CN1CC(=O)N2[C@H]3c4ccccc4OC[C@@H]3[C@H](c3ccccc3)[C@]2(C)C1=O,-7,4,i,-3,2,0.6,-4,-0.5,14
O=C(Nc1ccncc1)Nc1ccc(F)cc1F,-11,-2,i,-3,0,-0.5,-6,0.1,2
C/C(=N\OC(=O)c1cccc(C)c1)c1sc(-c2ccccc2)nc1C,1,1,i,-12,-2,-1.9,-2,-0.3,2
COc1cc(OC)c(CN2CCC(Cc3ccccc3)CC2)cc1Br,-5,1,i,-1,-2,-0.5,6,-0.4,-1
CCOC(=O)C1=C(C)N=c2s/c(=C/c3ccc(OCC(=O)O)cc3)c(=O)n2C1c1ccc(F)cc1 (stereo not drawn),2,0,i,-1,6,-0.3,4,1.0,-9
CCOc1ccc(NC(=S)Nc2cccc3cnccc23)cc1,4,-1,i,0,22,-0.1,-7,0.8,36
CCCCc1cc(=O)oc2cc(OCC(=O)N[C@@H](Cc3ccccc3)C(=O)O)ccc12,-4,-2,i,-5,5,-1.5,15,1.1,6

# Filtered by structure, the compounds so far containing an aryl thioether with sulfur outside any ring
SMILES,E coli Lon inh,Rin1-Abl PPI inh,Neddyl block,bovine MsrA act,CSN deneddyl inh,TbMetRS inhib,FAS TE block,MsrA inhibitor,MLLE-PAM2 inh
CCOC(=O)C(Sc1cc(C)nc(N)n1)C(C)=O (stereo not drawn),4,1,i,1,0,-0.3,-8,0.6,29
CCn1c(CNC(=O)c2ccco2)nnc1SCC(=O)Nc1cc(C(F)(F)F)ccc1Cl,1,1,i,-2,-7,-0.1,-7,-0.5,-16

# Sorted by SMILES length (smallest number first): part of the list above
SMILES,E coli Lon inh,Rin1-Abl PPI inh,Neddyl block,bovine MsrA act,CSN deneddyl inh,TbMetRS inhib,FAS TE block,MsrA inhibitor,MLLE-PAM2 inh
CCOc1nc(C)ccc1-c1noc(C)n1,0,0,i,-8,-2,-1.5,-9,-0.2,-1
O=C(Nc1ccccn1)C1(c2ccccc2)CCCC1,-1,-3,i,-1,5,-0.3,-2,-0.2,10
CCOC(=O)C1=C(C)N=c2s/c(=C/c3ccc(OCC(=O)O)cc3)c(=O)n2C1c1ccc(F)cc1 (stereo not drawn),2,0,i,-1,6,-0.3,4,1.0,-9

# Continued:
SMILES,E coli Lon inh,Rin1-Abl PPI inh,Neddyl block,bovine MsrA act,CSN deneddyl inh,TbMetRS inhib,FAS TE block,MsrA inhibitor,MLLE-PAM2 inh
CCOc1cc(CNn2cnnc2)cc(Br)c1OCC(=O)NC(C)(C)C,-1,2,i,-3,2,-0.2,-4,0.9,-9
CCc1ccc2c(CN3CCN(S(=O)(=O)c4cccs4)CC3)cc(=O)oc2c1,4,5,i,-11,-12,-0.6,23,1.9,-7
CCCCCCn1cc(C(=O)O)c(=O)c2ccccc21,0,-4,i,0,-1,-0.8,20,0.9,-3
C=C(C)COC(=O)C1CC2OC2CC1C(=O)OCC(=C)C (stereo not drawn),-1,2,i,-2,2,0.1,-6,-1.1,-7
COC(=O)C[C@H]1CC[C@H](NC(=O)c2cccc(F)c2)[C@@H](CO)O1,/,/,i,/,3,0.2,/,-0.6,/
COc1ccc([N+](=O)[O-])cc1NC(=O)c1ccc(CN(c2ccc(C)c(C)c2)S(C)(=O)=O)cc1,-5,3,i,-9,-4,-0.5,68*,1.0,21
Cc1ccc(C(=O)NC2(C(F)(F)F)NC(=O)N(c3ccc(Cl)cc3)C2=O)cc1 (stereo not drawn),-3,2,i,-3,-12,-0.4,10,0.9,7
CCC(C)c1nc2ccsc2c(N2CCOC2=O)c1-c1ccccc1 (stereo not drawn),-7,4,i,-3,4,-0.3,6,0.2,7
CCOC(=O)[C@]12CCCC=C1N(Cc1ccc3c(c1)OCO3)C(=O)[C@H](CC(=O)N1CCN(C(=O)c3ccco3)CC1)C2,-1,/,i,-8,4,-1.0,-2,0.4,/
COc1ccc(C(=O)OCCCN(C)C)cc1OC,-2,1,i,-6,-2,-0.1,-6,1.4,4
Cc1ccc(C(=O)COC(=O)COc2ccccc2O)cc1C,2,4,i,-3,0,0.0,-4,0.1,6
C/C(=N\NC(=O)c1ccccc1[N+](=O)[O-])c1ccc(Br)s1,4,3,i,-3,1,-0.1,-4,2.7,-12
Cc1nnc(NC(=O)Oc2ccccc2)s1,8,0,i,-1,0,-0.7,-2,0.4,3
CCCN(CCC)C(=O)Cn1ccc(=N)c2ccccc21,-10,0,i,-3,-8,-0.9,0,1.2,-1
Cc1n(CC(=O)c2ccc(F)cc2)c2ccccc2[n+]1C,0,-4,i,-12,5,-1.5,-10,-0.2,0
Cc1ccc(S(=O)(=O)NC(=O)C2(C)CCN2C(=O)CC2CCCC2)nc1 (stereo not drawn),-3,-4,i,1,3,0.8,-5,-0.6,-5
CCOc1ccc(NC(=O)COC(=O)CC2CC3CCC2C3)cc1 (stereo not drawn),1,1,i,-1,-1,0.1,14,0.5,-14
CCN(CC)CCN1C(=O)C(=O)/C(=C(/O)c2ccc(Cl)cc2)C1c1ccncc1 (stereo not drawn),14,-2,i,-4,1,0.4,-8,1.3,2
C=CCn1cc(Cl)cc(C(=O)Nc2ccccc2)c1=O,-3,2,i,-4,1,-0.2,1,2.0,-8

# From PubChem BioAssay
